Source: PubChem BioAssay
RBBP9 inhibitor: human RBBP9 hydrolase inhibition; O75884; inhibition, % at 7.94 µM; recombinant RBBP9, FP-Rh probe fluorescence polarization; actives 0.2% (n = 220,000);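 active = inhibition above the campaign mean of all tested compounds plus 3 SD, cut at about 14% in these data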;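 note: plate controls were DMSO wells with RBBP9 for no effect and wells lacking RBBP9 protein for full effect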
Target sequence (O75884 whole entry, looked up): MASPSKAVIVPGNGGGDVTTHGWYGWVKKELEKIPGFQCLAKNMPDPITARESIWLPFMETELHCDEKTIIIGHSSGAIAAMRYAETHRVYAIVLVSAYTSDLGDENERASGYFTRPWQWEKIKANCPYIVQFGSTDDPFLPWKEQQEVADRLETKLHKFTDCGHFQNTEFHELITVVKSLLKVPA
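System: RBBP9 protein / Buffer or medium: Tris/NaCl buffer pH 8.0 with 0.1% Pluronic / Probe or stimulus: Serine-hydrolase probe FP-Rh, 375 nM pre-mixing / Dosing: 7.94 µM single dose, 0.794% DMSO / Times: enzyme-compound preincubation 30 min, then probe labeling 45 min, 25 °C / Technique: fluorescence polarization (mP), excitation 525 nm, emission 598 nm / Replication: singlicate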
zVAD death inh: L929 zVAD cell death inhibition; actives 0.38% (n = 220,000); viability rescue, % at 10 µM; L929 zVAD necroptosis rescue, ATP luminescence, 24 h; with zVAD 60 µM; AID 1377;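 active = activation, scaled between plate controls, above about 75%, limit read from the data; inactive = activation under that limit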;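 note: 0% = zVAD with DMSO and 100% = DMSO alone without zVAD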
EP2 modulator: EP2 receptor (human) modulation | P43116 | EP2-expressing cells, cAMP HTRF FRET, PGE2 co-stimulation | induction, % at 25 µM | actives 0.83% (n = 260,000) | AID 940;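 active = compounds whose cAMP rise, as percent of the full-agonist control response, exceeds 60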;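 note: rat C6 glioma line stably carrying human EP2 under a CMV promoter; the protocol text gives 20 µM as final concentration; 100% = response of wells given 1 µM PGE2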
Target sequence (P43116 whole entry, looked up): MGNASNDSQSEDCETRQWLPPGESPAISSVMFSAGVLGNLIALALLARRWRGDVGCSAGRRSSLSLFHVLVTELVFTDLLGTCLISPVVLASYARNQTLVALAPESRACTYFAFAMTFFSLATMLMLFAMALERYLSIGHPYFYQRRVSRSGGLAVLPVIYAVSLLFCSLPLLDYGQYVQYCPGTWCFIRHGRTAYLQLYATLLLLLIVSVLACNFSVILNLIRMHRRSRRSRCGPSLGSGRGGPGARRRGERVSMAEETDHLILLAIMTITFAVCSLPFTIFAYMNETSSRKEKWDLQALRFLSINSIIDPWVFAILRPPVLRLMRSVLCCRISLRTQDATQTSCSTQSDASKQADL
EP2 antag: blocks the human prostaglandin E2 receptor EP2; inhibition, % at 25 µM; C6 glioma cells expressing human EP2, cAMP TR-FRET; cells stimulated with saturating PGE2; AID 1422; P43116; actives 0.52% (n = 260,000);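 active = percent inhibition above 40 after rounding to a whole number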;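 note: rat C6 glioma host cells with rolipram phosphodiesterase inhibitor present; the protocol text gives 20 µM as final concentration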
PERK inh: inhibitors of human PERK kinase | Q9NZJ5 | actives 0.17% (n = 220,000) | inhibition, % at 5.6 µM | AID 1416 | CHO PERK-DD fusion, SEAP luminescence translation reporter;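 active = inhibition above the mean inhibition of all tested compounds plus 3 SD, set separately per screening campaign, cut at about 2.9% in these data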;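 note: PERK kinase domain activated by AP20187 dimerizer at 100 nM; 0% = DMSO with dimerizer and 100% = rapamycin at 8.4 µM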
Runt-CBFb FRET: blocks binding of human RUNX1 Runt domain to CBFb; Q01196+Q13951; Cerulean-Runt/Venus-CBFb FRET ratio 530/480, 1 h; inhibition, % at 20 µM; actives 0.46% (n = 220,000);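 active = inhibition over about 50% at 20 µM in the single-dose screen, limit read from the data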;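 note: 0% = DMSO wells and 100% = excess unlabeled CBFb competitor control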
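Doses: 20 µM compound in 1% DMSO | Material: Cerulean-labeled Runt domain protein | Amount: Each fluorescent fusion protein 100 nM | Schedule: Two 1 h room-temperature incubations shielded from light | Measured by: FRET fluorescence | Evaluation: Loss of energy transfer signal | Controls: Unlabeled CBFb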
Runt-SMMHC FRET: Runt domain-CBFb-SMMHC interaction inhibition | Q01196+Q13951 | Cerulean-Runt/Venus-CBFb-SMMHC FRET ratio 530/480, 1 h | inhibition, % at 20 µM | actives 0.74% (n = 220,000) | AID 1434;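 active = mean inhibition across duplicate retests at 20 µM reaching about 50%, limit read from the data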;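 note: 0% = DMSO wells and 100% = wells with excess untagged CBFb-SMMHC; inhibitors lower the FRET ratio by blocking Runt binding to CBFb-SMMHC; some results filed as inactive read as strong as hits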
TNF death inh: inhibitors of TNF-alpha induced necroptosis in Jurkat FADD-/- cells. AID 463075. Jurkat FADD-/- TNF necroptosis rescue, ATP luminescence, 24 h; 0 = TNF only, 100 = no-TNF cells. actives 0.068% (n = 220,000). activation (protection from cell death), % at 10 µM;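 active = activation, meaning protection from cell death, of at least 50% relative to plate controls; inactive = activation below 50%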;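 note: necroptosis triggered by 40 ng/mL TNF-alpha added together with compound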
Hck-Nef inh: inhibitors of human Hck kinase activated by Nef; inhibition, % at 20 µM; actives 0.68% (n = 220,000); P08631; Recombinant Hck-YEEI plus Nef, Z-Lyte FRET kinase assay;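 active = Hck-Nef kinase inhibition above about 50%, limit read from the data; inactive = inhibition below that limit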;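 note: 0% = DMSO with Hck plus Nef and 100% = Hck alone without Nef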
Target sequence (P08631 whole entry, looked up): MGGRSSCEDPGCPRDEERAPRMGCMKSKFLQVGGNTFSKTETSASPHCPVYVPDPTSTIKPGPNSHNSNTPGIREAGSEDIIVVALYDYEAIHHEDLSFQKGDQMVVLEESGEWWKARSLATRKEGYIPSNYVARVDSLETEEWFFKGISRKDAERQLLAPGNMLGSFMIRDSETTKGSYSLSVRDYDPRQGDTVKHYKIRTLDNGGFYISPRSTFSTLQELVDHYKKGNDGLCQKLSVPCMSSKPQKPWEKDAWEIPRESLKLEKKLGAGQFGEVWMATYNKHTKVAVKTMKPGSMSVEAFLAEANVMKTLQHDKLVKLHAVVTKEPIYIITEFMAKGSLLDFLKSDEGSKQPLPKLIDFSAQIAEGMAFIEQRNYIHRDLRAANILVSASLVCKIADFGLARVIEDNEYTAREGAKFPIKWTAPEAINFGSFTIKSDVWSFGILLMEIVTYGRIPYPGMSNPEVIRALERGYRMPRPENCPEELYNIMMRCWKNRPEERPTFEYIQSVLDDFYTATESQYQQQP
* = called active by the depositor; . = not tested or not shown.

SMILES | RBBP9 inhibitor | zVAD death inh | EP2 modulator | EP2 antag | PERK inh | Runt-CBFb FRET | Runt-SMMHC FRET | TNF death inh | Hck-Nef inh
O=C(CCn1nc(-c2ccccc2)ccc1=O)N1CCCC1 | 3 | -0.8 | -1 | . | 0.6 | -1 | -2 | -1.8 | 4
Fc1ccccc1C(c1nnnn1Cc1ccc2c(c1)OCO2)N1CCN(Cc2ccccc2)CC1 (stereo not drawn) | -7 | 0.6 | 20 | 8 | -1.5 | -1 | 0 | 0.0 | 0
CC(C)(C)NC(=O)Cn1c(Cl)nc2ccccc21 | -2 | 1.3 | -15 | 7 | 0.4 | 1 | 0 | 1.0 | 21
O=C(O)c1cnn2c(C(F)F)cc(C3CC3)nc12 | 6 | -0.1 | 0 | 20 | 0.5 | -1 | 3 | 1.3 | -2
COc1ccc(/C=C2\CCn3c2nc2cc(C(=O)O)ccc2c3=O)cc1O | -6 | 0.5 | 29 | 8 | 1.1 | 3 | -3 | 1.5 | 5
Cc1ccc2c(C)[nH]c(=O)cc2c1 | 4 | -0.1 | 8 | -5 | 0.3 | 0 | -2 | -1.0 | 2
Cc1ccc(C(=O)NCc2ccco2)cc1Br | -12 | 0.1 | 9 | 9 | -0.1 | 3 | 4 | 1.0 | 6
CCC(=O)c1cc(F)c(N2CCN(S(=O)(=O)c3ccccc3)CC2)cc1C | 2 | 1.3 | 4 | 2 | -1.9 | 2 | 0 | 1.5 | -2
Cc1c(Cl)cccc1N/C(SCC(=O)N1CCCCCC1)=C(/C#N)c1nc2ccccc2s1 | -7 | 1.3 | 19 | 5 | 0.6 | -3 | -7 | -6.3 | 3
O=[N+]([O-])c1ccc(-c2ccc(/C=N/c3c(-c4ccco4)nc4ccccn34)o2)c(Cl)c1 | -2 | -0.3 | 0 | . | 0.7 | 6 | -16 | -8.1 | 14
COC(=O)c1ccc(C2c3c(n[nH]c3C)C(=O)N2c2ccc(C)cc2)cc1 (stereo not drawn) | -6 | -0.1 | 5 | 13 | -0.3 | -1 | 2 | -0.9 | 18
O=C1c2ccccc2C(Nc2ccc3c(c2)OCCO3)N1Cc1ccccc1 (stereo not drawn) | . | 0.1 | 30 | 7 | . | 5 | 2 | -2.8 | 2
O=C(COC(=O)c1ccc2ccccc2n1)NCc1ccccc1 | 7 | 0.3 | -49 | 9 | 2.2 | 0 | -8 | 0.6 | -23
O=C(N/N=C/c1sc(N2CCOCC2)nc1-c1ccccc1)c1ccccc1O | -10 | 0.3 | -31 | 12 | -1.3 | 0 | 13 | 1.0 | 7
CCOC(=O)C(CCCOc1ccc(C)cc1)C(=O)OCC | -6 | -0.3 | 41 | 18 | -0.4 | -1 | -2 | -0.2 | 1

An excerpt from above, limited to Runt-SMMHC FRET and RBBP9 inhibitor.
molecule,Runt-SMMHC FRET,RBBP9 inhibitor
O=C(O)c1cnn2c(C(F)F)cc(C3CC3)nc12,3,6
CC(C)(C)NC(=O)Cn1c(Cl)nc2ccccc21,0,-2
O=C(CCn1nc(-c2ccccc2)ccc1=O)N1CCCC1,-2,3
CCC(=O)c1cc(F)c(N2CCN(S(=O)(=O)c3ccccc3)CC2)cc1C,0,2
O=C(COC(=O)c1ccc2ccccc2n1)NCc1ccccc1,-8,7
Cc1ccc2c(C)[nH]c(=O)cc2c1,-2,4

The results go on.
SMILES | RBBP9 inhibitor | zVAD death inh | EP2 modulator | EP2 antag | PERK inh | Runt-CBFb FRET | Runt-SMMHC FRET | TNF death inh | Hck-Nef inh
Cc1ccc(Nc2c(-c3ccc(N(C)C)cc3)nc3ncccn23)cc1 | -7 | -0.1 | -31 | 12 | 0.7 | -31 | -123 | -6.2 | -79
CCc1c(C)sc2nc3c(C(=O)N4CCOCC4)cc(C(=O)c4ccccc4O)cn3c(=O)c12 | 3 | -0.7 | 5 | 9 | 0.8 | -9 | -10 | -2.4 | 3
CCCS(=O)(=O)c1c(S(=O)(=O)CCC)c2c(N)cccn2c1C(=O)c1ccccc1 | -4 | -0.4 | 25 | 8 | -0.2 | -2 | -10 | -3.9 | -5
CN(C)c1cc(NC(=O)CNC(C)(C)C)c2ccccc2n1 | -12 | 0.7 | 24 | 11 | -0.3 | 2 | -3 | 7.4 | 24
CCOC(=O)c1c(NC(=O)CSc2nnnn2-c2ccc(OC)cc2)sc(C)c1C | 0 | -0.1 | 11 | 14 | 1.0 | 36 | 18 | -2.4 | -2
Cc1ccc(CNC(=O)CN2C(=O)COc3ccc(C)cc32)cc1 | -3 | 0.5 | 6 | 5 | 0.8 | -4 | 0 | 0.3 | 3
C/C(Cl)=C/Cn1c(NCCCn2ccnc2)nc2c1c(=O)[nH]c(=O)n2C | -4 | 0.8 | 17 | 13 | 1.6 | -1 | -3 | -0.9 | -2
CCn1c(SCC(=O)NC(=O)Nc2ccc3c(c2)OCCO3)nnc1-c1cccs1 | -2 | 0.0 | -26 | 8 | 0.2 | -1 | -2 | -1.1 | 0
Cc1cccc(N2CN=c3s/c(=C\c4ccccn4)c(=O)n3C2)c1 | -6 | -0.5 | -22 | 10 | 0.1 | -2 | -1 | 1.9 | 4
O=C(CCCc1ccccc1)NC1CCSC1=O (stereo not drawn) | 5 | 0.8 | 9 | 8 | 1.8 | -1 | 1 | 0.8 | 7
CC(C)(C)C(=O)CSc1nccc(=O)[nH]1 | -6 | 0.8 | 18 | 28 | 1.4 | -2 | -1 | 0.6 | 0
CCCNCC1C(Oc2ccc(Cl)cc2)C(=O)N1c1ccccc1C (stereo not drawn) | 0 | -0.3 | -1 | 6 | -1.0 | -1 | -2 | 3.1 | 4
CCC(COC(=O)Nc1cccc(C)c1)NC(=O)OCC(C)C (stereo not drawn) | -3 | 7.5 | -1 | 10 | 0.1 | -3 | -7 | 0.2 | 0
O=C1CC2c3ccccc3C1C1C(=O)N(Cc3ccccc3)C(=O)C21 (stereo not drawn) | -2 | -0.1 | 20 | 10 | 0.6 | 0 | -1 | -0.1 | 16
Nc1cnc(Nc2ccc(Br)cc2)nc1N | -4 | 1.2 | -26 | 19 | 0.4 | 0 | 1 | -10 | 10
Cc1cc2cc3c(cc2nc1SCC(=O)Nc1nc(C)c(C)s1)OCO3 | -4 | -0.2 | 43 | 26 | 0.7 | 1 | 7 | -4.0 | 5
Cc1cccc(C)c1NC(=S)NN(Cc1ccccc1)c1ccccc1 | -10 | -0.3 | -11 | 7 | -1.1 | 0 | -1 | -10 | -1
Fc1cc(F)cc(NC(=S)Nc2ccccc2N2CCOCC2)c1 | 3 | 0.9 | -37 | 11 | 0.2 | 7 | 1 | 0.5 | 2
CCn1c2ccccc2c2cc(CN3CCN(S(=O)(=O)CC)CC3)ccc21 | -2 | 3.5 | -6 | 9 | -1.5 | -6 | -3 | 1.5 | -2
Cc1ccccc1OCCNC(=S)Nc1ccccc1 | 0 | 0.0 | -7 | 17 | 1.1 | -1 | -3 | -3.6 | -1
COc1ccc(C)cc1N(CC(=O)NC1CCCC1)C(=O)CCC(=O)Nc1cc(C)on1 | -4 | 0.0 | 20 | 18 | 0.0 | 6 | 2 | 0.4 | 0
O=C(c1ccc2ccccc2c1)C1CCCN(S(=O)(=O)c2cccnc2)C1 (stereo not drawn) | -5 | 46 | -62 | 9 | -1.3 | -1 | -2 | 0.9 | 13
COC(=O)c1ccccc1NC(=O)c1ccc(COc2cccc3ccccc23)o1 | 0 | 0.8 | 22 | 11 | 0.1 | 5 | -5 | 0.9 | 0
FC(F)(F)c1cccc(NC(=S)NNC(=S)Nc2cccc(C(F)(F)F)c2)c1 | -9 | 14 | -23 | 27 | 0.6 | 18 | 15 | 0.5 | -12
COc1ccc(S(=O)(=O)Nc2cccc(C)n2)c2ccccc12 | -6 | 0.2 | -8 | 7 | 0.9 | -2 | 1 | 0.1 | -7
O=C(OCn1cncn1)c1ccc(Cl)cc1Cl | -12 | 0.0 | 10 | 20 | 1.7 | 2 | -7 | -2.1 | -1
O=[N+]([O-])c1ccc(/C=N/n2c(-c3cccnc3)n[nH]c2=S)cc1 | 3 | 0.5 | -5 | 7 | 1.2 | 13 | 16 | -0.3 | 1
CC(CN1CCOCC1)OC(=O)c1ccc2c(c1)OCCO2 (stereo not drawn) | 6 | 0.0 | -10 | -1 | 1.8 | -1 | -9 | -1.7 | 0
Cc1ccccc1Cn1c(=N)n(CC(O)c2ccco2)c2ccccc21 (stereo not drawn) | -6 | 0.0 | -62 | 24 | -0.5 | 0 | 1 | 0.2 | 2
CCN(CC)c1ccc(/C=C/c2nc3ccccc3s2)cc1 | -7 | 0.7 | -20 | 18 | 0.7 | -78 | -14 | -1.8 | -2

Some of the entries so far, with two lines to a compound.
Screens in order – RBBP9 inhibitor, zVAD death inh, EP2 modulator, EP2 antag, PERK inh, Runt-CBFb FRET, Runt-SMMHC FRET, TNF death inh, Hck-Nef inh
- COC(=O)c1ccccc1NC(=O)c1ccc(COc2cccc3ccccc23)o1
→ 0, 0.8, 22, 11, 0.1, 5, -5, 0.9, 0
- FC(F)(F)c1cccc(NC(=S)NNC(=S)Nc2cccc(C(F)(F)F)c2)c1
→ -9, 14, -23, 27, 0.6, 18, 15, 0.5, -12
- COc1ccc(S(=O)(=O)Nc2cccc(C)n2)c2ccccc12
→ -6, 0.2, -8, 7, 0.9, -2, 1, 0.1, -7

(list continues)
SMILES | RBBP9 inhibitor | zVAD death inh | EP2 modulator | EP2 antag | PERK inh | Runt-CBFb FRET | Runt-SMMHC FRET | TNF death inh | Hck-Nef inh
C=CCn1c(SCc2nc3sc4c(c3c(=O)[nH]2)CCCC4)nc2ccccc2c1=O | -2 | 0.8 | 4 | 6 | 0.0 | -22 | -42 | 3.6 | 10
CCOC(=O)Cc1csc(NC(=O)NC2(C(F)(F)F)Oc3cc(Cl)c(Cl)cc3O2)n1 | -20 | 0.5 | -30 | 25 | 0.3 | 14 | 1 | -17 | 0
Cc1cc(C)cc(-n2c(C)nc3cc(C(=O)O)ccc32)c1 | -10 | -0.8 | 14 | 2 | 1.8 | 0 | -2 | 0.0 | 0
CC(C)C(=O)Nc1sc2c(c1C#N)CCCCC2 | -4 | -0.9 | -10 | 15 | -0.9 | 14 | 35 | -0.4 | 7
COc1cc(OC)c2ccc(=O)oc2c1C(CCN1CCCC(C)C1)c1ccc(N(C)C)cc1 (stereo not drawn) | . | -1.0 | -7 | -4 | . | 2 | -1 | -0.8 | 26

An excerpt. The share of hits here may be higher or lower than overall.
